# SENP8 block – SENP8 (human) protease inhibition | Q96LD8 | recombinant SENP8, Nedd8 substrate fluorescence | inhibition, % at 20 µM | 0.64% of 360,000 active; in the data active means inhibition mostly above about 40%, no sharp cut-off; inactive means mostly below about 27%
# Target sequence (Q96LD8 whole entry, looked up): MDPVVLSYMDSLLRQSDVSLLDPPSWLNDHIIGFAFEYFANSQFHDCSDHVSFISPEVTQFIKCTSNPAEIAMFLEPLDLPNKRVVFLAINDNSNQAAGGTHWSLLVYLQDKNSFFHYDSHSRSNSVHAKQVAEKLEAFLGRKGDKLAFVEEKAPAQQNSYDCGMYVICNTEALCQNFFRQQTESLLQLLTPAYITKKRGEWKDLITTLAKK
# SENP1 FRET inh – SENP1 (human) catalytic domain inhibition; recombinant SENP1 catalytic domain, CyPet-SUMO1-YPet FRET cleavage; AID 624204; 0.21% of 360,000 active; inhibition, % at 10 µM; Q9P0U3;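 active means inhibition at least 30% at 10 µM, raw YFP signal under a set limit, fluorescence ratio 0.5 to 1.5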;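 further: 0% = enzyme with DMSO and 100% = no enzyme wells; some results filed as inactive read as strong as hits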
# Target sequence (Q9P0U3 419-644 limits assumed): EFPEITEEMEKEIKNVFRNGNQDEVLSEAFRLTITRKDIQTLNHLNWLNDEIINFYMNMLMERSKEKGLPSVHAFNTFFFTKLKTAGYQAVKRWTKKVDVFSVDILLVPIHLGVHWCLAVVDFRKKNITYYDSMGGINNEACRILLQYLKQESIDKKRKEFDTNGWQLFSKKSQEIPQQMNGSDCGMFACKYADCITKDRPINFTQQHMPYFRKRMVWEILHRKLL
#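 Controls: no-enzyme wells low, DMSO-plus-enzyme wells high control. Test system: human recombinant His6-tagged SENP1 catalytic domain enzyme. Reagent: SFCypet-SUMO1-SFYpet FRET protein substrate, 25 nM final. Doses: one dose per compound, 10 µM, 0.5% DMSO. Detection: FRET, CFP and YFP emission. Timing: 50 min reaction at room temperature.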
# The depositor's hits bear a star; i = inactive. These rows are one share of the data (hit frequency here may not be typical).
molecule,SENP8 block,SENP1 FRET inh
CCCNC(=O)c1cc2c(c(-c3cccc(-c4cc5ccccc5o4)c3)n1)[C@H](CCO)N(C(=O)NC(C)C)C2,-167,1
Nc1ccn([C@@H]2O[C@H](C(=O)N[C@H](CO)Cc3ccccc3)[C@@H](O)[C@H]2O)c(=O)n1,13,0
CC1(C(=O)NS(=O)(=O)c2cccc(OC(F)F)c2)CCN1C(=O)C/C=C/c1ccccc1 (stereo not drawn),8,-1
O=C(Nc1ccc(C(O)c2ccccc2)cc1)[C@@H]1O[C@H](CO)[C@H](O)[C@H](O)[C@H]1O (stereo partly drawn),21,-1
N#Cc1cccc(NC(=O)c2cc(C3CCCCN3C(=O)CCc3ccccc3)on2)c1 (stereo not drawn),8,2
CC(O)(c1ccccc1)c1nc(-c2ccc(Cl)cc2)cs1 (stereo not drawn),14,1
Cn1c(=O)c2cc(NC(=O)CCc3ccccc3)ccc2n1-c1ccccc1F,-486,1
COC(=O)C1=CN(c2ccccc2OC)C(N)=C(C#N)C1c1cccc([N+](=O)[O-])c1 (stereo not drawn),-191,-36
COC(=O)[C@@]12C[C@@H](CC(=O)NCCCCc3ccccc3)C(=O)N(Cc3ccc4c(c3)OCO4)C1=CCC(C)(C)C2,18,3
CCc1nc2ccc(C(=O)NCc3ccc4c(c3)OCO4)cn2c1N(CC)CCOC,11,0
O=[N+]([O-])c1ccc(NN=C2CC3CCC2C3)c([N+](=O)[O-])c1 (stereo not drawn),41*,5
Cc1ccccc1-c1cnc(C(O)c2ccc(F)c(F)c2)[nH]1 (stereo not drawn),16,0
CC1(C(=O)NS(=O)(=O)c2ccc(F)cc2F)CCN1C(=O)Cc1cc(F)ccc1F (stereo not drawn),13,2
CCCC(=O)N1CCC1(C)C(=O)NS(=O)(=O)c1ccccc1Cl (stereo not drawn),13,1
CCOC1=C2CN(S(=O)(=O)c3ccc(C)cc3)[C@H](c3ccccc3)C[C@@H]2N(S(C)(=O)=O)[C@H](c2ccccc2)C1,12,-17
NC(c1ccccc1)c1cccs1 (stereo not drawn),6,0
Cc1cc(C(F)(F)F)c2c(N)c(C(=O)NCc3ccc(Cl)cc3)sc2n1,2,32
COc1ccc(-c2nc3c(C)cc(Br)cn3c2Cc2cccc(F)c2)cc1OC,-10,1
COc1ccc(CCNC(=O)Nc2nc(C(N)Cc3ccccc3)cs2)cc1OC (stereo not drawn),2,-1
CC(C)(C)NC(=S)N1CCC2CC1c1cc(-c3ccc4c(c3)OCO4)ccc12 (stereo not drawn),16,3
CC(CCl)n1c(=O)c2ccccc2n1C(=O)c1ccccc1 (stereo not drawn),4,3
OC[C@@H]1CN(Cc2ccc(F)cc2)C[C@H](n2cnc3c(N4CCN(c5ccccc5)CC4)ncnc32)O1,3,-2
CC1=C(C(=O)N(C(C)C)C(C)C)CC(CC(=O)NCc2cccc3ccccc23)C(=O)N1Cc1ccccc1 (stereo not drawn),12,0
Cc1cccnc1C(NC(=O)C1CCN(CCCOc2ccc(F)cc2)CC1)c1ccccc1 (stereo not drawn),13,-1
C#CCNC(=O)C[C@@H]1C[C@@]2(C(=O)OCC)CCC=C2N(Cc2cccc3ccccc23)C1=O,9,0
CN(Cc1ccc(Cl)cc1)C(=O)c1[nH]c(C(F)(F)F)nc1-c1ccccc1,18,1
c1ccc(COc2ccc(-c3cc4nc(NCCN5CCOCC5)ccn4n3)cc2)cc1,-471,-58
CN(C)CCNc1nc(-c2ccccc2CO)c2sccc2n1,-482,-2
CN(C)Cc1cn(CC[C@@H]2CC[C@@H](NC(=O)Nc3ccccc3F)[C@@H](CO)O2)nn1,15,1
CNc1cc(-c2cccc(C(=O)N3CCOCC3)c2)ncn1,-38,1

# (more compounds)
molecule,SENP8 block,SENP1 FRET inh
NC(Cc1ccc(C(F)(F)F)cc1)c1csc(Nc2ccc(C(=O)NCCCO)cn2)n1 (stereo not drawn),-493,-6
CC1(C(=O)NS(=O)(=O)c2cccc(F)c2)CCN1C(=O)CC1CCCCC1 (stereo not drawn),10,2
Nc1ncnc2c1ncn2[C@@H]1O[C@H](C(=O)NCCCN2CCCC2=O)[C@@H](O)[C@H]1O,16,-1
CC1(c2nnnn2-c2ccc3c(c2)OCCO3)CCC(=O)N1C1CCN(Cc2ccccc2)CC1 (stereo not drawn),4,-3
Cc1ccc(S(=O)(=O)N2C3CCCCC3O[C@H]2CC(=O)OCc2ccccc2)cc1 (stereo partly drawn),13,2
CSCCC(C(=O)NCc1ccccc1)n1c(C2CCN(C(C)=O)CC2)nc2ccccc21 (stereo not drawn),13,3
COc1ccc(Cl)cc1-c1cc(C(=O)NCC2CCCCC2)[nH]n1,11,-1
O=c1[nH]c(=S)[nH]c2c1C(c1cccc(C(F)(F)F)c1)OC(CCc1ccccc1)C2 (stereo not drawn),6,2
CCOC(=O)C1=CCN(S(=O)(=O)c2ccc(F)cc2)C1c1ccc(F)cc1 (stereo not drawn),26,1
Cc1nc(C(F)(F)F)ccc1C(=O)N1CCC1(C)C(=O)NS(=O)(=O)c1ccc(Cl)cc1 (stereo not drawn),7,2
COc1ccc(CCC(=O)N2c3ccccc3N=C(c3ccc4c(c3)OCO4)C2C(=O)Nc2ccc(OC)cc2)cc1 (stereo not drawn),-211,-22
CCC(CO)Nc1ccn2nc(-c3cccc(Cl)c3)cc2n1 (stereo not drawn),i,-8
O=C1c2ccccc2C(c2nc3ccccc3[nH]2)N1c1ccccn1 (stereo not drawn),-86,8
CCCN1CCC(C)(C(=O)Nc2ccccc2Oc2ccccc2)C1 (stereo not drawn),2,0
COc1ccc2sc(-c3ccccc3OC)c(-c3ccc(SC)cc3)c2c1,-54,2
CC(O)(c1ccc(F)c(F)c1)c1nc(-c2cccc3cccnc23)cs1 (stereo not drawn),-137,0
CN(C)c1ccc(NC(=O)Nc2ccc3c(c2)c(=O)n(C)n3Cc2ccccc2)cc1,-410,7
CN(C)CCN(C)C1CN(CCc2ccccc2)S(=O)(=O)C1 (stereo not drawn),12,-3
Cc1ccc(S(=O)(=O)NC(=O)C2(C)CCN2C(=O)C2CCCCC2)cc1 (stereo not drawn),21,1
FC(F)(F)c1ccccc1Cc1c(C2CCCCC2)nc2ccc(Br)cn12,-2,-11
Cc1ccc(Cn2c(C)c(C(=O)NCc3ccccc3C(F)(F)F)sc2=O)cc1,11,0
COc1ccc(NC(=O)C2(C)Cc3c(-c4ccc(C(N)=O)cc4)ccnc3O2)cc1OC (stereo not drawn),13,-1
CCCCCc1c(-c2cccc(Cl)c2)ncn1CCc1ccccc1OC,7,2
CC(C)(C)c1ccc(CC(=O)N2CCC2(C)C(=O)NCc2ccc3c(c2)OCO3)cc1 (stereo not drawn),17,1
COC(=O)C1(C(=O)OC)c2ccccc2N(S(=O)(=O)c2ccc(C)cc2)C1CC(C)=O (stereo not drawn),14,2
Cn1nc(C(C)(C)C)cc1NC(=O)C1(C)CCN1C(=O)Cc1ccc(-c2ccccc2)cc1 (stereo not drawn),23,2
Cc1c(C(=O)NCc2cccs2)sc(=O)n1Cc1ccc(S(C)(=O)=O)cc1,1,-1
CC1=C(C(=O)N(C)C)CC(CC(=O)NCc2cccc3ccccc23)C(=O)N1Cc1ccc(C(C)(C)C)cc1 (stereo not drawn),3,1
CC(=O)Nc1cc(-c2ccc(N)cc2)cn2c(-c3cccc(C(F)(F)F)c3)cnc12,-379,38
Cc1cccc(C)c1NC(=O)C1(C)CCC(=O)N1CCCn1ccnc1 (stereo not drawn),9,1

# Some values from the entries so far.
# COC(=O)C1(C(=O)OC)c2ccccc2N(S(=O)(=O)c2ccc(C)cc2)C1CC(C)=O (stereo not drawn) in SENP1 FRET inh is listed with 2
# O=C1c2ccccc2C(c2nc3ccccc3[nH]2)N1c1ccccn1 (stereo not drawn) in SENP8 block is listed with -86
# CCCCCc1c(-c2cccc(Cl)c2)ncn1CCc1ccccc1OC in SENP1 FRET inh is listed with 2

# Continuation:
molecule,SENP8 block,SENP1 FRET inh
COC(=O)c1c(N)[nH]c(C(=O)c2ccccc2)c1-c1ccc(Br)cc1,17,1
Cc1cccc(C)c1NC(=O)c1csc([C@H]2C[C@H](O)[C@@H](CO)O2)n1,22,1
CCc1nc2c(OCCn3cccc3)cccn2c1N(C)C(=O)C1CC1,-6,-6
COc1cc(C(O)c2nc(-c3ccc4ccccc4c3)cs2)ccc1F (stereo not drawn),16,-1
COc1ccc(NC(=O)C2(C)CCCN(C(C)C)C2)cc1OC (stereo not drawn),7,-1
CC(C)C(=O)N1CCCC1(C)C(=O)Nc1ccc(F)cc1 (stereo not drawn),10,0
CC(C)C[C@@H]1COc2cccc(N3CCSCC3)c2S(=O)(=O)N1,15,0
CCc1nc2ccc(C(=O)NCc3cccs3)cn2c1N(CC)CCOC,-6,-1
Cc1nc2c(OCc3cccc(Cl)c3)cccn2c1N(C)Cc1cccs1,-29,-21
CCc1nc2c(OCc3ccc(F)cc3)cccn2c1N(C)C(=O)C(C)C,0,-1
CCOC1=C2[C@@H](CN(S(=O)(=O)c3ccccc3)[C@H]2c2ccccc2)[C@H]2C(=O)N(c3ccccc3)C(=O)[C@H]2C1,9,5
CC(=O)NC(c1cccc(F)c1)c1nc(-c2ccccc2C)cs1 (stereo not drawn),-9,-1
CCc1nc2c(OCc3c(C)noc3C)cccn2c1N(C)C(=O)C(C)C,6,-1
CC(=O)Nc1ccc(-c2ccnc3c2CC(C(=O)NCc2cccc(Cl)c2)O3)cc1 (stereo not drawn),-10,0
Cc1ccc(CNc2ncnc3ccc(-c4ccoc4C)cc23)o1,-324,-6
CC1(Cc2ccc(F)cc2)C(=O)Nc2c(Cl)cccc21 (stereo not drawn),20,3
CC1(Oc2ccccc2-c2ccno2)CCN(Cc2ccc(-c3ccccc3)o2)C1 (stereo not drawn),-20,-13
CCCCOc1ccc(S(=O)(=O)NC(=O)C2(C)CCN2C(=O)CCc2ccccc2)cc1 (stereo not drawn),13,1
COc1cccc(CNc2nc(NCC3CC3)nc3ccsc23)c1,-30,-2
CN(C)c1ccc(-c2csc(C(O)(c3ccccc3)C(F)(F)F)n2)cc1 (stereo not drawn),-397,1
CC(C)=C(C)c1cc2nc(NCCCN(C)C)n(C)c(=O)c2s1,-19,-1
CCOC(=O)C1=CCN(S(=O)(=O)c2ccccc2F)C1c1ccc(F)cc1 (stereo not drawn),14,5
COc1ccccc1-c1csc(C(O)c2ccc(F)cc2)n1 (stereo not drawn),16,0
Cc1ccc(F)cc1C(=O)N1CCCC(c2cc(C(=O)Nc3ccccc3Cl)no2)C1 (stereo not drawn),18,2
CCCCn1nnnc1C(c1ccccc1)N1CCN(CCN2CCOCC2)CC1 (stereo not drawn),8,2
Nc1nc2ncccc2cc1C(=O)NCCc1cccs1,-385,-11
CC(=O)/C=C1\OCc2ccccc21,27,-2
Cc1ccc(C=C2SC(=S)N(CCCC(=O)Nc3cccc(C(=O)O)c3)C2=O)cc1,26,3
Cc1cccc(C)c1NC(=O)C(c1ccc(C(F)(F)F)cc1)n1c(=O)c(-c2ccco2)nc2ccccc21 (stereo not drawn),-431,-45
Cc1cc(C(=O)N2CCC2(C)C(=O)NCC(C)(C)C)nn1C (stereo not drawn),17,0

# Some of the entries above in a different format:
CC(C)=C(C)c1cc2nc(NCCCN(C)C)n(C)c(=O)c2s1
  SENP8 block: -19 | SENP1 FRET inh: -1
CCOC(=O)C1=CCN(S(=O)(=O)c2ccccc2F)C1c1ccc(F)cc1 (stereo not drawn)
  SENP8 block: 14 | SENP1 FRET inh: 5
COc1ccccc1-c1csc(C(O)c2ccc(F)cc2)n1 (stereo not drawn)
  SENP8 block: 16 | SENP1 FRET inh: 0
Cc1ccc(F)cc1C(=O)N1CCCC(c2cc(C(=O)Nc3ccccc3Cl)no2)C1 (stereo not drawn)
  SENP8 block: 18 | SENP1 FRET inh: 2

# Next section:
molecule,SENP8 block,SENP1 FRET inh
OC(c1cccc(CN2CCCCC2)c1)c1ncc(-c2cccc(C(F)(F)F)c2)[nH]1 (stereo not drawn),9,1
O=c1ccc2ccccc2c2ccccc12,-2,-7
CN(c1cc2c(c3c1ccn3C)C1CCC2C1)C1CCCCC1 (stereo not drawn),7,-5
Cc1cc(C)cc(Cn2c(C)c(C(=O)N(C)Cc3ccc(F)cc3)sc2=O)c1,-3,-1
COc1ccc(NC(=O)c2cc(C3CCCCN3C(=O)OCC(C)C)on2)c(C)c1 (stereo not drawn),5,0
CC(=O)NCCNc1nc2cc(-c3ccc(Cl)cc3C)sc2c(=O)n1C,-61,1
CC(=O)Nc1cc(-c2cccc(F)c2)cn2c(-c3ccc(F)cc3)cnc12,-316,-10
NC(Cc1ccc(C(F)(F)F)cc1)c1csc(Nc2ccc(C(=O)NCc3ccco3)cn2)n1 (stereo not drawn),-483,-22
O=C(NCc1cccc(C(F)(F)F)c1)c1ccc2sc([C@@H]3O[C@H](CO)[C@@H](O)[C@H]3O)nc2c1,4,-5
Cc1ccc(S(=O)(=O)N2C(c3ccc(Cl)c(Cl)c3)CC=C(C(=O)O)C2c2cccc(Cl)c2)cc1 (stereo not drawn),15,2
O=C(Nc1c(-c2ccccc2)[nH][nH]c1=O)c1cnccn1,40*,-1
N#Cc1ccc(C(C(=O)NC2CCCCC2)n2c(=O)c(-c3cc4ccccc4[nH]3)nc3ccccc32)cc1 (stereo not drawn),-408,-18

# Compound activity: PubChem, Sanford-Burnham Center for Chemical Genomics
